High-throughput results from PubChem BioAssay.
Furin inhibitor: blocks human furin protease activity. purified furin, fluorogenic substrate cleavage. inhibition, % at 30 µM. 0.061% of 220,000 active; in the data active = inhibition above about 25%; note: inactives centre near -15
EBV gp42 inh: blocks Epstein-Barr virus glycoprotein 42 binding | Q1HVG2 | Fluorescence polarization binding assay, mP read-out | inhibition, % (tested at 21.74 µM) | 0.42% of 220,000 active; in the data active = inhibition above about 50%
Target sequence (Q1HVG2 whole entry, looked up): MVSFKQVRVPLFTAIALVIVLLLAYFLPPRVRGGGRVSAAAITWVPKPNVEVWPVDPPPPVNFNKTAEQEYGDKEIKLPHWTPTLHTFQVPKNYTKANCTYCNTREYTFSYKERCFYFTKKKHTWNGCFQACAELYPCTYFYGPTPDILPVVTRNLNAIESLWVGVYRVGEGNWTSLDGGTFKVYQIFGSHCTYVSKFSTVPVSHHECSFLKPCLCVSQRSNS
RBBP9 inhibitor: human RBBP9 hydrolase inhibition; O75884; recombinant RBBP9, FP-Rh probe fluorescence polarization; inhibition, % at 7.94 µM; 0.2% of 220,000 active;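 active = inhibition above the campaign mean of all tested compounds plus 3 SD, cut at about 14% in these data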;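 note: plate controls were DMSO wells with RBBP9 for no effect and wells lacking RBBP9 protein for full effect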
Target sequence (O75884 whole entry, looked up): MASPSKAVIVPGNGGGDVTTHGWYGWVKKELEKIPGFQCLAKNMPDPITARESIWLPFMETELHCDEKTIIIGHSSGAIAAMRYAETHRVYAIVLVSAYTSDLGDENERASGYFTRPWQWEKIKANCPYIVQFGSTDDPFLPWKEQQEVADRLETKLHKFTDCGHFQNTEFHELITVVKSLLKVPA
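Test system – recombinant human RBBP9 · Input – RBBP9 2.5 µM in dispensing solution, pre-mixing · Medium – Tris buffer pH 8.0, NaCl, Pluronic · Schedule – preincubation 30 min plus labeling 45 min at 25 °C · Measured by – fluorescence polarization · Measure – % inhibition · Controls – DMSO and no-protein wells · Replicates – one well per compound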
m-calpain inh: inhibitors of pig calpain II | purified calpain II, fluorogenic peptide substrate, 30 min | inhibition, % at 16 µM | 0.37% of 220,000 active;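 active = inhibition above about 50%, limit read from the data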
p47phox inh: inhibitors of human p47phox binding; p47phox/p22phox peptide binding, fluorescence polarization, 2 h; inhibition, % at 24.7 µM; 0.53% of 220,000 active;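 active = inhibition above about 30%, limit read from the data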;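 note: 0% = p47phox with labelled peptide and 100% = labelled peptide alone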
Target sequence (P14598 whole entry, looked up): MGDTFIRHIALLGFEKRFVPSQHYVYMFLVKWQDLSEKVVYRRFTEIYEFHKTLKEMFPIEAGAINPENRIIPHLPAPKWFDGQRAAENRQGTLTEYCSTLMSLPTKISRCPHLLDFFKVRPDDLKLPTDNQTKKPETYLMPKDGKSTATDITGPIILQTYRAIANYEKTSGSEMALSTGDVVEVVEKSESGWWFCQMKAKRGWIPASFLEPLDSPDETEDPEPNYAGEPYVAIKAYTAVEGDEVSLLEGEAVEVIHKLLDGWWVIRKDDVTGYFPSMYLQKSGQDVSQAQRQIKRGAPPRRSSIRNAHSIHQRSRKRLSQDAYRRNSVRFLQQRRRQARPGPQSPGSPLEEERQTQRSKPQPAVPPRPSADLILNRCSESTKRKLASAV
p97 inhibitor: human p97 ATPase inhibition; recombinant p97 ATPase, Kinase-Glo ATP luminescence, 3 h; inhibition, % at 8 µM; 0.42% of 220,000 active; AID 1481; in the data active = inhibition above about 15%;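 note: 0% = DMSO vehicle and 100% = wells lacking enzyme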
TbHK1 inh: T. brucei hexokinase 1 inhibition | recombinant TbHK1, G6PDH-coupled NADH A340 | inhibition, % at 10 µM | 0.11% of 220,000 active;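 active = inhibition of 50% or more in the single-dose primary screen; inactive = inhibition below 50%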
Runt-CBFb FRET: inhibitors of human RUNX1 Runt domain binding to CBFb; Q01196+Q13951; Cerulean-Runt/Venus-CBFb FRET ratio 530/480, 1 h; inhibition, % at 20 µM; 0.46% of 220,000 active; AID 1496;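 active = inhibition over about 50% at 20 µM in the single-dose screen, limit read from the data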;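 note: 0% = DMSO wells and 100% = excess unlabeled CBFb competitor control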
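Measured by: fluorescence energy transfer, 422 nm excitation, 530/480 nm emission; test system: Cerulean-tagged RUNX1 Runt domain (FRET donor) fusion protein; buffer or medium: Tris pH 7.5 buffer with BSA; compound: one dose, 20 µM compound, 1% DMSO; times: two 1 h room-temperature incubations shielded from light; benchmarks: unlabeled CBFb 5 µM, positive control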
Runt-SMMHC FRET: inhibitors of human RUNX1 Runt domain binding to CBFb-SMMHC | Q01196+Q13951 | Cerulean-Runt/Venus-CBFb-SMMHC FRET ratio 530/480, 1 h | inhibition, % at 20 µM | 0.74% of 220,000 active;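 active = mean inhibition across duplicate retests at 20 µM reaching about 50%, limit read from the data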;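 note: 0% = DMSO wells and 100% = wells with excess untagged CBFb-SMMHC; inhibitors lower the FRET ratio by blocking Runt binding to CBFb-SMMHC; some results filed as inactive read as strong as hits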
An asterisk follows results filed as active; i = inactive; nt = no result given; [ ] = another dose, or the depositor's remark.

The line under a structure holds: Furin inhibitor	EBV gp42 inh	RBBP9 inhibitor	m-calpain inh	p47phox inh	p97 inhibitor	TbHK1 inh	Runt-CBFb FRET	Runt-SMMHC FRET
CN(c1ccccc1)S(=O)(=O)c1cccc(NC(=O)CC(C)(C)C)c1
    -14	-5	-5	1	-9	2	0	-1	-3
O=C(NCCN1CCOCC1)c1ccc(CS(=O)(=O)c2ccc(Cl)cc2)o1
    -18	-8	9	-14	-8	3	4	-1	1
COCCCNC(=O)CCCn1c(=O)c2ccccc2n(CC(=O)Nc2c(C)cccc2C)c1=O
    -12	0	-4	-60	-28	3	-3	0	109
O=c1oc2c(CN3CCOCC3)c(O)ccc2c2c1CCCC2
    -100	-6	-5	i	-17	-3	-20	42	66*
CCOc1cc(/C=N/NC(=O)COc2ccc(Cl)cc2)ccc1OS(=O)(=O)c1ccccc1
    -7[20 µM]	-17	-36	-21	-11	3	-6	-2	0
CCc1ccc(CC)c(S(=O)(=O)Nc2ccc(C(=O)O)c(O)c2)c1
    -13[20 µM]	6	2	13	-5	0	-3	-1	0
C/C(=N\NC(=O)c1cccc(Cl)c1)c1cccc(NC(=O)c2ccco2)c1
    -13[20 µM]	-10	-2	13	-7	-1	-3	-1	2
Cc1nc(=S)c2ccccc2[nH]1
    -14[20 µM]	-22	-1	4	-4	-1	-26	0	-7
O=C(CN1CCN(S(=O)(=O)/C=C/c2ccccc2)CC1)Nc1ccccc1N1CCOCC1
    -24	-2	3	-15	-3	0	-13	-1	-1
O=C(CCNC(=O)Cn1ccc2ccccc2c1=O)NCCc1ccccc1Cl
    -19	-8	0	0	-28	0	-16	1	-14
COc1cccc(-c2nnc(-c3ccccc3NC(=O)c3ccc(C(C)(C)C)cc3)o2)c1
    -32	-7	-7	-49	-7	4	-25	2	4
Cc1cc2cc(CNC(=O)NC3CCCCC3)ccc2n1C
    -39	-9	1	-5	-21	5	0	-4	-3
C=C(C)C(=O)Nc1ccc2c(c1)OCCOCCOCCO2
    -10	-19	-3	-11	21	4	10	2	1
CC(=O)Nc1nc(=O)c2ccccc2s1
    -35	-13	-3	-5	-7	2	-3	1	-5
COc1ccccc1NC(=O)N1CCN(CCc2ccccc2)CC1
    -26	-3	0	-27	-4	4	-3	0	0
CCOc1ccc(NC(=O)c2ccncc2)cc1
    -13[20 µM]	-2	-3	-8	8	-1	-5	2	0
O=C(NCc1cccnc1)NC1(C(F)(F)F)Oc2ccccc2O1
    -16	7	-3	-20	-8	-4	6	-2	1
COc1cc(CNCc2ccccc2)c(Br)cc1OC1CCCC1
    -16	-4	-3	10	-1	1	4	0	3
Cc1nn(C)c2ncc(C(N)=O)c(Oc3ccc(Cl)cc3)c12
    -10	-15	0	-11	-4	4	5	2	3
O=C(CSc1ncn[nH]1)Nc1nsc(-c2ccccc2)n1
    4	-13	1	-15	-2	0	-4	-1	4
CCOC(=O)C1C(=O)NC(SC)=C(C#N)C1c1ccccc1F (centres undefined)
    -22	-20	-5	4	5	2	-2	-1	2
COc1ccccc1C1/C(=C(/O)c2ccc(Cl)cc2)C(=O)C(=O)N1CCN1CCOCC1 (centres undefined)
    -3	-4	-4	-2	0	1	-16	0	-3
Cc1cc(=O)oc(C)c1C(=O)NNC(=O)C1(C)CC1Br (centres undefined)
    -6	4	-10	-20	4	7	-7	0	3
Cc1cc(C)c2c(CC(=O)NCc3ccco3)coc2c1
    -23[20 µM]	4	-9	-34	-32	0	4	0	0
OC(C#CCN1CCCC1)(c1ccccc1)c1cccc(F)c1 (centres undefined)
    -6	-2	-6	23	-4	1	7	-3	-1
Cc1c(C(=O)O)cnc2cc(-c3ccc(Cl)cc3)nn12
    -25	-21	-1	-79	-11	5	-7	-2	0
COc1cccc(CNn2cn[nH]c2=S)c1OCc1ccccc1
    -25	-17	-6	-11	-3	0	0	8	7
COc1ccc(N(C(=O)c2ccco2)S(=O)(=O)c2ccc(F)cc2)cc1
    -6[20 µM]	-19	-10	-2	7	-1	0	-1	3
CCC(C)NC(=O)c1ccc(C2SCC(=O)N2Cc2ccccc2)cc1 (centres undefined)
    -19	-2	-2	27	-2	-1	6	0	-1
CCc1ccc(-c2ccc(SCC(=O)NCC3CCCO3)nn2)cc1 (centres undefined)
    -19	-5	-9	8	-2	-2	-3	-2	2

Part of the list above, reduced to p47phox inh and Runt-CBFb FRET.
| structure | p47phox inh | Runt-CBFb FRET |
| --- | --- | --- |
| OC(C#CCN1CCCC1)(c1ccccc1)c1cccc(F)c1 (centres undefined) | -4 | -3 |
| Cc1c(C(=O)O)cnc2cc(-c3ccc(Cl)cc3)nn12 | -11 | -2 |
| COc1cccc(CNn2cn[nH]c2=S)c1OCc1ccccc1 | -3 | 8 |
| COc1ccc(N(C(=O)c2ccco2)S(=O)(=O)c2ccc(F)cc2)cc1 | 7 | -1 |
| CCC(C)NC(=O)c1ccc(C2SCC(=O)N2Cc2ccccc2)cc1 (centres undefined) | -2 | 0 |

Later entries
The line under a structure holds: Furin inhibitor	EBV gp42 inh	RBBP9 inhibitor	m-calpain inh	p47phox inh	p97 inhibitor	TbHK1 inh	Runt-CBFb FRET	Runt-SMMHC FRET
CC(NC(N)=O)C(=O)NCC(=O)OCc1ccccc1 (centres undefined)
    -9	-9	7	2	-3	4	-5	-1	4
CN(C)C(=O)CN1C(=O)C2CCCCN2C(=O)c2ccccc21 (centres undefined)
    -5	7	-9	-19	-13	-3	1	0	6
Cc1cccc(NC(=O)c2ccc(-c3ccccc3[N+](=O)[O-])o2)c1
    -26	-18	-10	-43	-17	5	-10	35	12
COc1cccc(-c2nnc(SCC(=O)N3CC(C)CC(C)C3)o2)c1 (centres undefined)
    -13	-18	-8	19	6	-8	0	2	1
COc1ccccc1NC(=O)N1CCN(c2ccccn2)CC1
    2	2	-3	-3	-6	1	-2	2	-1
O=c1[nH]c(Cn2nnc(-c3ccccc3)n2)nc2scc(-c3ccccc3)c12
    -19	-36	-4	-122	-38	-2	-3	-2	-5
CC1(C)CC2(CCO1)N1CC3(C)CN2CC(C)(C1)C3O (centres undefined)
    -26[20 µM]	-8	-2	-7	-9	2	2	1	3
O=C(O)CCCCCN1C(=O)C(=O)/C(=C(/O)c2ccccc2)C1c1ccccc1 (centres undefined)
    -11	8	-3	32	-14	0	-14	10	2
CCc1nnc(NC(=O)CCC(=O)NCCc2ccc(OC)c(OC)c2)s1
    -10	-14	-5	-6	-11	0	39	-2	3
Cc1ccc(NC(=S)N/N=C2\CC(C)(C)Oc3ccc(O)cc32)cc1
    -11	-14	17*	11	-25	3	-10	2	-1
COc1ccc(N2CCN(c3oc(-c4ccccc4OC)nc3C#N)CC2)cc1
    -9	-17	0	8	54*	-4	-7	0	-5
O=C(NCc1ccc(Cl)cc1)c1ccc(CSc2nc3ccncc3[nH]2)cc1
    -21	-7	-6	3	-10	3	-6	-2	-1
Cc1cc(Oc2cnn(C(C)(C)C)c(=O)c2Cl)cc(C(C)C)c1
    -17[20 µM]	-5	-3	14	-9	2	6	-4	-2
CCCCN(CC)C(=O)c1ccc(-c2ccccc2)cc1
    0	-2	-13	11	1	-4	33	-2	5
COc1ccc(-c2n[nH]c(C)c2-c2cc(OC)ccc2O)cc1
    -18[20 µM]	7	-5	20	2	-7	-3	8	16
O=C(Nc1ccccc1)Nc1sccc1-c1nc2ccccc2s1
    -11	-22	-1	-154	-55	3	-22	7	1
Cc1ccc(CNC(=O)COc2ccccc2-c2ccccc2)cc1
    -10	-11	-2	15	-8	-2	7	-7	-8
COc1ccc(C(=O)NCC(O)COc2ccc(C(C)(C)C)cc2)cc1[N+](=O)[O-] (centres undefined)
    -19	11	-8	-5	-2	4	27	-3	-3
CNC(=S)NNC(=O)CCn1nc(C)c(Br)c1C
    2[20 µM]	-7	-4	-5	-14	2	3	1	0
CCc1ccc(NC(=O)N2CCN(c3ccccc3)CC2)cc1
    -26	-6	2	-8	-3	2	-2	0	0
CCCCOP(=O)(OCCCC)C1(NS(=O)(=O)c2ccccc2)C=CC(=O)c2ccccc21 (centres undefined)
    -20[20 µM]	-5	24*	28	-1	-1	6	4	17
O=C(O)c1cc2c(o1)CCC/C2=N\O
    -15[20 µM]	-3	-4	7	0	-3	4	0	-6
Cc1cccc(-c2nnc(SCC#N)n2-c2ccccc2)c1
    -12	-15	-4	-5	-10	-5	1	0	0
CCN(CC)C(NC(=O)Cc1ccccc1)C(Cl)(Cl)Cl (centres undefined)
    -4	0	-5	8	-12	-8	3	nt	-3
COc1ccc(NC(=O)CSc2nnc(Cc3cccn3C)n2CCc2ccccc2)c(OC)c1
    -5	-5	-8	0	-14	2	-9	0	-1
Cc1ccc(N2C(=S)NC3c4ccccc4OC2(C)C3C(=O)N(C)C)cc1 (centres undefined)
    -28	-29	-2	-27	-4	3	-2	0	-10
CC(=O)C1=C(C)NC(=O)NC1c1ccccc1OCC(=O)NCCc1ccccc1 (centres undefined)
    -13[20 µM]	-4	1	9	-1	1	-6	4	3
COc1ccc(-c2csc(NC(=O)c3ccc(OCC(=O)N4CCOCC4)c(OC)c3)n2)cc1OC
    -5	-4	-1	-49	-19	4	-6	0	1
COc1ccc(-n2c(=S)[nH]c3cc(C(=O)Nc4ccc(OC)c(OC)c4)ccc3c2=O)cc1
    -21	0	-2	60*	11	-3	-13	2	3
Nc1c(C(=O)NCC2CCCO2)sc(=S)n1-c1ccccc1 (centres undefined)
    -13	-11	-6	28	-13	0	-16	8	-2
Cc1ccc(C)c(N(C)S(=O)(=O)c2cccc3nsnc23)c1
    -13	-8	-7	27	-13	2	-12	-3	0
CCCSc1nsc(SCCC)c1C(N)=O
    -16	-11	-5	-14	-8	2	4	-3	-1
CC1CC(C)CN(CCCNC(=O)c2csc3c2CCCC3)C1 (centres undefined)
    -4[20 µM]	-3	8	3	8	2	3	0	0
Cc1ccc(NC(=S)NCCc2ccccc2)c(C)c1
    3	-10	-11	36	-7	-8	39	-1	1
OC(c1ccccc1)(c1ccc(F)cc1)C(c1ccccc1)N1CCOCC1 (centres undefined)
    8[20 µM]	-6	-10	42	-11	1	0	-1	3
O=c1oc(-c2ccccc2NS(=O)(=O)c2ccc(Cl)cc2)nc2ccccc12
    -5	-15	-14	-26	-22	11	-20	0	-10
N#CCn1c(C2CCCCC2)nc2ccccc2c1=O
    -8	-7	-5	1	11	3	2	1	12
NC(=O)CSC1=Nc2ccccc2C2=NC(CCC(=O)NCc3ccc(F)cc3)C(=O)N12 (centres undefined)
    -21[20 µM]	-17	-9	-122	-3	7	-9	3	0
Cc1c(NC(=O)CCCCCN2C(=O)c3ccccc3C2=O)c(=O)n(-c2ccccc2)n1C
    -17	-10	-1	25	0	-1	-1	2	-2
CCN(CC)CCCCCOc1ccccc1OC
    -25	-13	-7	-18	-15	4	1	0	3
COCCn1c(C)cc(/C=C2/SC(=O)N(C(C)C(=O)OC)C2=O)c1C (centres undefined)
    -3	-8	-8	7	-12	-3	-14	-4	1

Whole records, looked up by structure. Screens in order: Furin inhibitor	EBV gp42 inh	RBBP9 inhibitor	m-calpain inh	p47phox inh	p97 inhibitor	TbHK1 inh	Runt-CBFb FRET	Runt-SMMHC FRET
CCN(CC)CCCCCOc1ccccc1OC as listed: -25	-13	-7	-18	-15	4	1	0	3
O=c1oc(-c2ccccc2NS(=O)(=O)c2ccc(Cl)cc2)nc2ccccc12 as listed: -5	-15	-14	-26	-22	11	-20	0	-10
